Screening data: PubChem, Sanford-Burnham Center for Chemical Genomics
Gli-Sufu antag – blocks Gli-Sufu signaling in a luciferase reporter | Sufu-KO-LIGHT fibroblasts, Gli luciferase reporter luminescence | inhibition, % at 5 µM | 340,000 tested, 0.74% active | AID 588413;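 active = inhibition above about 55%, limit read from the data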;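 also: 0% = DMSO-treated cells and 100% = wells with medium but no cells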
CXCR6 block – CXCR6 (human) receptor inhibition. O00574. CHO-K1 PathHunter CXCR6 beta-arrestin, luminescence. inhibition, % at 20 µM. 360,000 tested, 0.36% active. AID 602244; in the data active = inhibition above about 34%, passing the limit was not always enough;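 also: antagonist mode with CXCL16 agonist at 10 nM final; 0% = 10 nM CXCL16 with DMSO and 100% = unstimulated wells without agonist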
Target sequence (O00574 whole entry, looked up): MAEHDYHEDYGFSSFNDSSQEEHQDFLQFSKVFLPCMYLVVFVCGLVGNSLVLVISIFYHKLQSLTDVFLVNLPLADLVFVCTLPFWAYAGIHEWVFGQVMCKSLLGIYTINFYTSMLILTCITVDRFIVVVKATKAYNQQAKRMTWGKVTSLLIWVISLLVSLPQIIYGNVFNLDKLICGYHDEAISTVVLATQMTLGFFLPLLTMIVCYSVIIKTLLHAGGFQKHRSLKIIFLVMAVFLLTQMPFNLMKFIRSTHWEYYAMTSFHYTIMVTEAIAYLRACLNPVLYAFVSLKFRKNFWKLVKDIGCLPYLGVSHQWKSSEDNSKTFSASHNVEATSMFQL
Jurkat NFkB inh – inhibitors of the PMA/ionomycin-induced NF-kB reporter in Jurkat cells. PMA/ionomycin-induced NF-kB luciferase reporter, luminescence. inhibition, % at 4 µM. 330,000 tested, 0.53% active. AID 435003; in the data active = inhibition above about 50%
UBC13 inh – human UBC13 polyubiquitination inhibition; 330,000 tested, 0.47% active; inhibition, % at 20 µM; AID 485273; UBC13 polyubiquitin chain formation, TR-FRET; in the data active = inhibition above about 45%, passing the limit was not always enough
Target sequence (P61088 whole entry, looked up): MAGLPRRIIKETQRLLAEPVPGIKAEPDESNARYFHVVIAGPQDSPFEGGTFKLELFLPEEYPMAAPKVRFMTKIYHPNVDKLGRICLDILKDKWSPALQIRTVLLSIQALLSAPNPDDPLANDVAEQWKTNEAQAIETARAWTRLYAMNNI
APJ antagonist – antagonists of human APJ apelin receptor; 330,000 tested, 0.32% active; P35414; CHO-K1 APJ beta-arrestin complementation, luminescence; inhibition, % at 20 µM;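 active = inhibition above about 40% at 20 µM, limit read from the data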;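 also: cells challenged with 10 nM apelin-13 agonist together with compound; plate controls were apelin-13 plus DMSO wells for no effect and DMSO wells lacking apelin-13 for full effect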
CCR6 antag – CCR6 (human) receptor antagonism; inhibition, % at 20 µM; 340,000 tested, 0.49% active; CHO-K1 CCR6 PathHunter beta-arrestin, luminescence, CCL20-stimulated; P51684; AID 493098;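 active = compounds whose inhibition of the agonist-driven luminescence signal at 20 µM reaches about 50%, limit read from the data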;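 also: cells stimulated with CCL20 at 14 nM final; plate controls were DMSO with CCL20 for no effect and DMSO without agonist for full effect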
EBI2 antag – blocks human EBI2 receptor beta-arrestin signaling; P32249; 360,000 tested, 0.81% active; EBI2 beta-arrestin recruitment, luminescence, 7a,25-OHC stimulated; inhibition, % at 5 µM; in the data active = inhibition above about 38%;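 also: enzyme fragment complementation signal reports receptor beta-arrestin coupling in cells; 0% = agonist plus DMSO wells and 100% = wells without agonist; some results beyond the cut were filed as inactive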
Target sequence (P32249 whole entry, looked up, the tested form may be a part): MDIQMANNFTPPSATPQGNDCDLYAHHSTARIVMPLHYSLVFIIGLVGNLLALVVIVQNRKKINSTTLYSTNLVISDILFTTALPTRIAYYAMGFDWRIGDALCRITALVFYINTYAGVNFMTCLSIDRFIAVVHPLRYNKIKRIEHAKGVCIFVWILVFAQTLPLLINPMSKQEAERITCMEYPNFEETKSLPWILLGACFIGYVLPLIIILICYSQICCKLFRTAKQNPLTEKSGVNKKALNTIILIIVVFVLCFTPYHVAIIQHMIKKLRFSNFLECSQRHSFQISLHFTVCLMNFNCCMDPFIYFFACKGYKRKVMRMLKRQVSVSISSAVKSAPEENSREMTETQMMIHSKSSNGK
697 NFkB inh – inhibitors of the PMA/ionomycin-induced NF-kB reporter in 697 B cells. inhibition, % at 4 µM. 330,000 tested, 0.33% active. 697 B-cell NF-kB luciferase reporter, 16 h; in the data active = inhibition above about 35%
Starred values were filed as active, the others as inactive; nt = no result given. An unsorted share of the library; about 3% have a hit in one of these screens.

SMILES	Gli-Sufu antag	CXCR6 block	Jurkat NFkB inh	UBC13 inh	APJ antagonist	CCR6 antag	EBI2 antag	697 NFkB inh
O=c1c2c3nc4ccccc4nc3n(/N=C/c3ccccn3)c2ncn1-c1ccccc1	-16	-1	28	-7	16	-1	35	-19
O=C1c2ccccc2C(=O)N1c1ccc(Cl)cc1	nt	nt	9	2	1	nt	nt	-2
O=[N+]([O-])c1cccc(COc2cccc(CO)c2)c1	-42	-4	nt	nt	nt	6	-3	nt
CN1C(=O)/C(=C\c2ccccc2OCc2ccccc2)SC1=S	3	0	-7	-2	0	11	-6	3
CCOc1ccc(C2c3c(oc4ccccc4c3=O)C(=O)N2CCCN2CCOCC2)cc1 (stereo unspecified)	1	14	-10	5	11	1	-9	-9
CCN1CCN(CC(=O)Nc2ccc(S(=O)(=O)N3C(C)CCCC3C)cc2)CC1 (stereo unspecified)	3	7	-37	-9	20	6	3	-31
CN(CCOc1ccc(Cl)cc1)C(=O)CN1C(=O)NC2(CCCCC2)C1=O	0	-4	5	3	-1	4	-4	0
CCOC(=O)C1=C(C)N=c2s/c(=C\c3cccn3C)c(=O)n2C1c1cccc(OC)c1OC (stereo unspecified)	0	17	14	-75	37	16	13	10
O=C(/C=C/c1ccccc1)NC(=S)NNC(=O)Cc1cccs1	-4	13	-2	-27	21	21	1	-8
O=C(NC(=O)c1ccccc1)OCCN1C(=O)c2ccccc2C1=O	-7	-5	6	10	6	0	-3	8
COc1ccc(-c2cc(=O)oc3cc4occ(C)c4cc23)cc1	-3	11	-10	0	-2	22	49*	1
COC(=O)c1ccc(COC(=O)c2ccc(CO)cc2)o1	2	-5	-5	-23	2	5	-24	4
COc1ccc(NC(=O)c2sc(N)nc2-c2ccccc2)cc1	-7	12	-10	-14	-6	7	3	1
O=C(CSc1ccc2nnc(-c3cccnc3)n2n1)Nc1cccc(F)c1	-1	-11	9	-3	36	4	3	-29
CC1CCCC/C1=N/Nc1ccc([N+](=O)[O-])cc1[N+](=O)[O-] (stereo unspecified)	1	-17	10	-19	-16	-21	-7	10

Profiles, quoted from the list. Order of values: Gli-Sufu antag	CXCR6 block	Jurkat NFkB inh	UBC13 inh	APJ antagonist	CCR6 antag	EBI2 antag	697 NFkB inh
O=c1c2c3nc4ccccc4nc3n(/N=C/c3ccccn3)c2ncn1-c1ccccc1 in the list: -16	-1	28	-7	16	-1	35	-19
CCOC(=O)C1=C(C)N=c2s/c(=C\c3cccn3C)c(=O)n2C1c1cccc(OC)c1OC (stereo unspecified) in the list: 0	17	14	-75	37	16	13	10

The list goes on.
SMILES	Gli-Sufu antag	CXCR6 block	Jurkat NFkB inh	UBC13 inh	APJ antagonist	CCR6 antag	EBI2 antag	697 NFkB inh
CC(C)[C@H](NC(=O)c1ccccc1Cl)C(=O)OCC(=O)NC(=O)NCc1ccco1	1	4	-5	-4	2	4	-4	-27
Cn1c(CCc2nc3ccccc3[nH]2)n[nH]c1=S	-3	-11	16	13	10	-11	-5	8
COc1ccc2cnnc(SCC(=O)Nc3ccc(C(=O)O)cc3)c2c1OC	0	1	8	7	-14	9	-15	9
Cc1cccc(C)c1N1C(=O)CCC(C)(C)C1=O	5	-1	4	5	15	5	2	11
Oc1ccccc1CNCC12CC3CC(CC(C3)C1)C2	14	-9	-17	6	17	16	-7	-51
Cc1ccc(N/C=C/C(=O)c2cccs2)cc1C	-127	8	-188	-4	5	16	17	-260
CC1CCC(NS(=O)(=O)c2ccc(Cl)nc2)CC1 (stereo unspecified)	-10	-8	-9	1	23	4	-4	-16
CC(C)C[C@H](NC(=O)Nc1ccc(Oc2ccccc2)cc1)C(=O)O	0	-4	7	-6	-6	0	-9	9
COc1ccc(CNC(=O)CS(=O)Cc2nc(-c3ccccc3C)oc2C)cc1 (stereo unspecified)	0	3	1	8	-14	6	3	8
COc1ccc(-n2nnnc2SCC(=O)N2CCOCC2)cc1	-17	1	2	0	-3	9	-6	3
Cc1ccc(S(=O)(=O)c2c(N)n(CCCN(C)C)c3nc4ccccc4nc23)cc1	-5	2	6	21	24	11	-1	7
COc1cccc(/C=N/NC(=O)c2cc3cc([N+](=O)[O-])ccc3s2)c1O	77*	-4	nt	nt	nt	25	18	nt
COCCNC(=O)C(C)N(c1ccc(Oc2ccccc2)cc1)S(C)(=O)=O (stereo unspecified)	16	6	6	5	4	-8	-9	-2
CCN(CC)C(=O)c1ccc(COc2ccccc2Cl)cc1	-8	-7	-4	6	13	2	18	-30
CCc1nc2ccccc2c(C(=O)OCC(=O)N(CCOC)c2c(N)n(Cc3ccccc3)c(=O)[nH]c2=O)c1C	-2	10	-16	2	20	16	6	-10
Cc1cccc(C)c1NC(=S)N1CCC(c2ccccc2)C1 (stereo unspecified)	2	-4	-10	1	1	20	0	-3
O=C(Nc1ccccc1)N(CCCN1CCOCC1)Cc1cc2cc3c(cc2[nH]c1=O)OCCO3	-26	-6	-13	2	23	-10	0	9
O=C(Nc1cc2c(cc1[N+](=O)[O-])OCCO2)c1cccnc1	-20	-2	-27	5	-9	-7	-15	-24
O=C(CCSc1ccccc1Cl)Nc1cccc([N+](=O)[O-])c1	-6	-2	-12	2	13	29	-3	-7
CN(Cc1nc2ccccc2c(=O)[nH]1)C(=O)c1cccc(NC(=O)c2cccs2)c1	5	2	-8	9	-10	6	5	-8
O=C(NCCc1ccccc1)C(c1ccc(F)cc1)N(C(=O)c1csnn1)C1CC1 (stereo unspecified)	-9	-6	-4	6	5	21	-4	18
CC(/C=C/c1ccco1)=N/NC(=O)CNc1ccccc1C	-5	-6	-1	-9	12	9	-4	19
CCCCCC(=O)Nc1ccc(C(=O)N/N=C/c2ccc([N+](=O)[O-])cc2)cc1	4	-5	-3	-27	-10	-10	-29	-7
COc1ccc(Nc2nnc(SCc3cc(=O)n4ccsc4n3)s2)cc1	6	-14	3	10	-28	-6	11	11
Cc1ccc(NC(=O)NCCN2CCCCC2)cc1	4	2	1	7	4	13	-10	17
CCS(=O)(=O)N1Cc2ccccc2CC1C(=O)Nc1nc2ccc(C)cc2s1 (stereo unspecified)	-41	0	-15	-8	1	4	-2	-13
COc1cccc(OCc2nnc(SC)n2C)c1	-4	3	-8	-2	-13	10	-11	-16
CC(=O)c1cccc(OCc2cc(C(=O)NC(C)Cc3cccnc3)no2)c1 (stereo unspecified)	-11	-7	-6	5	12	4	-2	18
O=C(C1c2ccccc2C(=O)N2CCc3ccccc3C12)N1CCN(Cc2ccccc2)CC1 (stereo unspecified)	6	8	-4	5	5	12	-9	8
Cc1cc(C(F)F)n2nc(C(=O)Nc3cccnc3Cl)nc2n1	-3	-6	6	10	9	3	-2	5
COc1ccc(N=Nc2c(N)n[nH]c2N)cc1	-53	3	-31	-15	6	2	-4	-10
Cc1cccc(-n2c(SC(C)C(=O)O)nc3sc4c(c3c2=O)CCCC4)c1 (stereo unspecified)	-3	6	1	3	-14	8	-6	16
CC(=O)C(Cc1ccc(Cl)nc1)Cc1ccc(Cl)nc1	-29	-6	-6	-7	11	16	-3	-9
CCCNC(=O)COc1coc(CN2CCN(c3ccccc3F)CC2)cc1=O	37	3	25	-2	12	7	-16	10
COc1ccccc1CNC(=O)COC(=O)[C@H](Cc1c[nH]c2ccccc12)NC(=O)c1cccs1	1	-15	22	10	-20	-42	7	-9
O=C1CC(N2CCC(c3nc4ccccc4[nH]3)CC2)C(=O)N1c1ccccc1F (stereo unspecified)	2	0	0	4	-39	1	-5	3
COc1ccc(CSCC(=O)Nc2ccccc2SC)cc1	-11	-3	-2	-4	-9	9	3	-16
COc1ccc(NC(=O)Cc2coc3ccc4ccccc4c23)cc1S(=O)(=O)N1CCOCC1	3	-8	-19	35	-16	1	4	-20
CC(C)CCN1CCC(N)=NC1=O	0	-1	nt	nt	nt	-4	-9	nt
O=C(NC1CCCCC1)C(c1ccncc1)N(Cc1ccc2c(c1)OCO2)C(=O)c1cnsn1 (stereo unspecified)	nt	-3	-3	4	-22	14	1	-13
O=C(c1cc2cc(C(F)(F)F)ccc2s1)N1CCOCC1	5	0	-19	7	1	0	-6	-16
COCCNC(=O)c1ccc2c(c1)nc(C)n2-c1cccc(Cl)c1	0	-11	7	4	24	5	2	3
COc1cccc(N2CC(C(=O)Oc3ccc4ccccc4c3)CC2=O)c1 (stereo unspecified)	3	5	-2	-4	-11	-10	-9	14
Cc1cc(C)nc(NS(=O)(=O)c2ccc(NC(=O)C3(c4ccccc4)CCCC3)cc2)n1	-5	2	-11	-17	12	-10	-12	-2
O=C(CCCCl)OCc1cn(-c2ccc(Cl)cc2)nn1	4	0	-1	-4	-16	-16	-1	6
CN(CCc1ccccn1)C(=O)c1ccc(OC2CCN(Cc3ccccn3)CC2)cc1	7	2	14	1	2	0	-4	-1
CCCCOc1ccc(-c2ncc([N+](=O)[O-])cn2)cc1	-41	-9	-73	-8	-12	-15	4	-109
CCC(C)NC(=O)c1nc2c(nnn2Cc2ccccc2Cl)c(=O)[nH]1 (stereo unspecified)	3	-9	-19	-19	-1	-2	3	5
CC1(C)COC(Cn2c3ccccc3c3ccccc32)O1 (stereo unspecified)	3	-5	-5	2	-13	6	-10	-8
CCOC(=O)c1nn(-c2ccc(C)cc2)c(=O)cc1OCC(=O)Nc1cccc(C)c1	nt	-2	3	20	17	0	-9	-2
c1ccc(CCNc2ncnc3nc[nH]c23)cc1	-33	-4	-14	5	3	-8	1	-34
CCC1(C)Cc2c(sc3nnn(CC(=O)Nc4cccc5ccccc45)c(=O)c23)CO1 (stereo unspecified)	-5	8	0	0	-7	20	13	14
Cc1cccc(NC(=O)c2cc([N+](=O)[O-])ccc2Cl)c1O	-17	-6	nt	nt	nt	-13	-12	nt
CCOC(=O)N1CCC(NS(=O)(=O)c2ccc(C)c(Cl)c2)CC1	-1	-7	11	4	6	12	-3	-4
CO/N=C/c1ccc(Oc2ccc([N+](=O)[O-])cc2[N+](=O)[O-])c(OC)c1	-8	-4	-5	8	-37	0	-22	1
O=C(COc1ncnc2sccc12)N1CCN(c2ccccc2)CC1	-3	-4	7	-6	4	8	-2	23
CN(C)CCCN(C(=O)COc1ccccc1)c1nc2c(Cl)cccc2s1	4	-6	-6	5	10	0	-10	19
COc1ccc(OC)c(-n2c(-c3ccc(S(C)(=O)=O)cc3)cc(C=O)c2C)c1	-6	5	0	-5	-1	9	-13	7
